From PubChem
S3 lipid droplet – qHTS Assay for Lipid Storage Modulators in Drosophila S3 Cells; Drosophila S3 cells, BODIPY lipid droplet fluorescence, 18-24 h; cells fed with added oleic acid; lipid storage change, negative = inhibition, % at the top dose, mostly 46.1 µM; hits show Potency in µM; actives 0.64% (n = 320,000); active means well fitted inhibition curve with a large enough effect in the signal ratio, with a control signal flat, not every such curve was filed as active; inconclusive means small, poorly fitted or top-dose-only effect, or effect the other way, or a change in a side signal; the % refers to the signal ratio
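Laser-scanning cytometry quantifies lipid droplet accumulation (500–530 nm total intensity; droplet/cell object ratio) in oleic acid-fed (400 uM added) Drosophila S3 cells treated with a concentration series. 20 uM Triacsin C defined 100% inhibition.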
S3 lipid droplet cell count max – further read-out of S3 lipid droplet, marked with its call; cell number change, %; measured here: cell count max response;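 cells counted by Cell Tracker Red CMTPX staining in the red channel; peak over a dose series mostly up to 46.1 µM; percent activity relative to internal control wells on each plate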
Numbers without * were called inactive; i = inactive; u = inconclusive; x = not tested or not shown; [ ] = dose if it differs, or a comment. On the % scale 0 is the no-effect control and ±100 the full control effect; potency means the concentration at half of the fitted maximal effect. The list is partial; count on the stated rates, not on these rows.

SMILES | S3 lipid droplet | S3 lipid droplet cell count max
C=CCn1c(SCC(=O)c2cc(C)n(C(C)COC)c2C)nc2sc(C)c(C)c2c1=O (configuration not stated) | i | x
COc1ccccc1CCNC(=O)CNC(=O)c1ccc2ccccc2c1 | u | x
Cc1sc2nc(SCC(=O)NCCO)n(-c3ccccc3)c(=O)c2c1C | u | x
O=C(O)C1CCN(S(=O)(=O)/C=C/c2ccccc2)CC1 | u | x
CN(c1ccc(OCC(=O)OCC(=O)Nc2ccccc2F)cc1)S(=O)(=O)c1cccs1 | u | x
COc1ccc(C(C)=O)cc1CSc1nc2ccccc2c(=O)n1-c1cccc(C)c1 | 3% | 3
CC(C(=O)NC1CCCC1)N(C(=O)Cn1nnc(-c2ccc(F)cc2)n1)c1ccccc1F (configuration not stated) | i | -1
COC(=O)c1c(C)[nH]c(C(=O)/C=C/c2ccccc2)c1C | u | x
COC(=O)c1ccc(-n2c(C)cc(-c3csc(NC(=O)c4ccc(S(=O)(=O)N(C)C)cc4)n3)c2C)cc1 | u | x
O=C(NNC(=O)c1cc2cc3ccccc3nc2s1)c1cccc(Cl)c1 | -7% | 0
CCS(=O)(=O)c1ccc2c(c1)N(S(C)(=O)=O)CC(C(=O)NCCOC)O2 (configuration not stated) | -5% | -16
Cc1cc(C)c(S(=O)(=O)c2cccc(C)c2C)c(=O)[nH]1 | u | x
Cc1ccc(C(=O)OCc2cn(-c3ccccc3)nn2)cc1 | u | x
Cc1ccc(C(=O)NC(N(C)C)C(Cl)(Cl)Cl)cc1 (configuration not stated) | u | x
COc1ccc(CC(=O)N/N=C(/C)c2ccco2)cc1 | -12% | -13
CN1CCN(CC(=O)Nc2c(C(=O)C3CC3)oc3ccccc23)CC1 | u | x
COC(=O)c1ccc(CSc2nc3scc(-c4cccs4)c3c(=O)[nH]2)o1 | u | x
Cc1ccc(S(=O)(=O)NCCC(=O)Nc2ccncc2)cc1C | u | x
COc1ccc(S(=O)(=O)N(CC(=O)O)c2ccc(C)cc2)cc1 | u | x
O=C1CC(N2CCC(c3nc4ccccc4o3)CC2)C(=O)N1c1cc(Cl)cc(Cl)c1 (configuration not stated) | u | x
O=C(CCn1cccn1)N1CCCC(N2CCN(c3cccc(Cl)c3)CC2)C1 (configuration not stated) | i | 2
CCOC(=O)c1nn(-c2ccc(C)cc2)c(=O)cc1OCC(=O)Nc1cc(C)ccc1OC | u | x
CCOc1ccc(S(=O)(=O)N2CCCCC2)cc1NC(=O)Cc1cccs1 | i | -24
O=C1CC(c2ccccc2)CC(O)=C1C=NCc1ccncc1 (configuration not stated) | u | x
COc1ccc(CN2C(=O)C3C4C=CC(C4)C3C2=O)cc1 (configuration not stated) | u | x
O=C(NCCO)/C(=C\c1cccc([N+](=O)[O-])c1)NC(=O)c1ccco1 | 6% | 3
Cc1cc(C)c(NC(=O)CSc2nccn2C)c(C)c1 | u | x
CCCN(CCC)S(=O)(=O)c1ccc(NC(=O)Cc2cccs2)cc1 | i | 29
Nc1ccc(C(=O)O)cc1 | u | -13
COC(=O)C1(C)NC(c2ccco2)C2C(=O)N(c3ccc(F)cc3)C(=O)C21 (configuration not stated) | -13% | 3
O=C(c1ccc(F)cc1)c1ccc(N2CCCC2)cc1 | u | x
CCN(CC)/C(Sc1ccccc1)=C(\C(Cl)=C(Cl)Cl)[N+](=O)[O-] | -2% | 0
CCc1ncc(C)nc1CC | -5% | -7
CCCCCCCCNC(=O)c1cnccn1 | u | x
COc1ccccc1N1CCN(S(=O)(=O)c2cccc3nsnc23)CC1 | u | x
COC(=O)N/N=C/c1ccc(OS(=O)(=O)c2ccc(C)cc2)c(OC)c1 | u | x
Cc1ccc(SC(c2ccccc2)C(Cn2cncn2)C(=O)c2ccccc2)cc1 (configuration not stated) | u | x
COc1cccc2sc(NNC(=O)C3COc4ccccc4O3)nc12 (configuration not stated) | u | x
O=C(Nc1nc2ccc(S(=O)(=O)N3CCCCC3)cc2s1)C1CCCO1 (configuration not stated) | 7% | -10
Cc1c(Br)c([N+](=O)[O-])nn1CC(=O)N1CCc2ccccc21 | -15% | 2
COc1ccc(/C(C)=N/N2C(=O)c3ccccc3NC2c2ccc(O)c(OC)c2)cc1 (configuration not stated) | 9% | 9
O=C1[C@H]2[C@@H](/C=C/c3ccccc3)N3C(=O)CN(CCO)C(=O)[C@@]3(Cc3ccccc3)[C@H]2C(=O)N1c1ccccc1 | i | 12
O=C(c1ccc(F)cc1)C1CCN(C(=O)Nc2ccccc2Cl)CC1 | -4% | 1
CCCCN(C(=O)CSc1cc(C)c2ccccc2n1)c1c(N)n(Cc2ccccc2)c(=O)[nH]c1=O | 14% | 12
Cc1nc2ccc(CCO)cc2s1 | 7% | -11
CCOC(=O)c1ccc(NC(=O)CN(C)S(=O)(=O)c2ccc(Br)s2)cc1 | u | x
COc1ccc(CCNC(=O)c2c(O)c3ccccc3[nH]c2=O)cc1 | u | x
Cc1cc(NC(=O)CSCC(=O)N(C)Cc2ccc(F)cc2)no1 | 14% | -13
O=C(NCCN1CCOCC1)[C@H](Cc1ccccc1)N1C(=O)c2ccccc2C1=O | -26% | -4
Cc1ccc(C(=O)N/N=c2\sc3ccccc3n2C)cc1 | -17% | -17
COc1cc(C(=O)Nc2nnc(C)s2)c([N+](=O)[O-])cc1OC | u | x
COc1cccc(OC)c1C(=O)Nc1cccc2c1CCCC2 | u | x
COc1ccc(CCN(C(=O)c2ccccc2)C2=CC3CCC(C2)N3C)cc1OC (configuration not stated) | 21% | 8
CCOc1ccc(-c2ccc(SCC(=O)N3CCN(c4ccccc4)CC3)nn2)cc1 | u | x
Cn1ncc2c(NNC(=O)C3CCCCC3)ncnc21 | -3% | 1
O=C(O)CC(C(=O)Nc1ccc(Cl)cc1Cl)C1CCCO1 (configuration not stated) | 10% | 6
CC1CCN(CCCCOc2ccc([N+](=O)[O-])cc2)CC1 | -15% | -16
O=C(CSc1nccc(=O)[nH]1)Nc1ccc(N2CCOCC2)c(Cl)c1 | u | x
O=[N+]([O-])c1nn(-c2ccc3c(c2)OCCO3)n(O)c1=NC1CCN(Cc2ccccc2)CC1 | 4% | 18
CCOC(=O)C1CCCN(c2c(Nc3cccc(C)c3)c(=O)c2=O)C1 (configuration not stated) | u | x

Fetched one by one from above (seven):
SMILES | S3 lipid droplet | S3 lipid droplet cell count max
COc1ccc(C(C)=O)cc1CSc1nc2ccccc2c(=O)n1-c1cccc(C)c1 | 3% | 3
Cc1ccc(C(=O)N/N=c2\sc3ccccc3n2C)cc1 | -17% | -17
COc1ccccc1CCNC(=O)CNC(=O)c1ccc2ccccc2c1 | u | x
COc1ccc(CCNC(=O)c2c(O)c3ccccc3[nH]c2=O)cc1 | u | x
COC(=O)c1ccc(CSc2nc3scc(-c4cccs4)c3c(=O)[nH]2)o1 | u | x
O=[N+]([O-])c1nn(-c2ccc3c(c2)OCCO3)n(O)c1=NC1CCN(Cc2ccccc2)CC1 | 4% | 18
COC(=O)C1(C)NC(c2ccco2)C2C(=O)N(c3ccc(F)cc3)C(=O)C21 (configuration not stated) | -13% | 3

Continuation:
SMILES | S3 lipid droplet | S3 lipid droplet cell count max
CC1=C(C(=O)OCC(C)C)C(c2cccc(F)c2)N2C(=O)C(C)SC2=N1 (configuration not stated) | u | x
COc1cc(C)c(CN2CCN(S(=O)(=O)c3ccc(Cl)s3)CC2)cc1OC | u | x
CCCc1nnc(SCC(=O)N2CCCCC2C)n1CCCOC (configuration not stated) | 9% | -1
C=C(C)COc1ccc(-c2nc(N)ncc2-c2ccccc2OC)c(O)c1 | u | x
C/C(=N\OCC(=O)N/N=C/c1ccccc1O)c1cccs1 | u | x
Cc1ccc(NC(=O)c2ccc(=O)n(CC(=O)Nc3c(C)cc(C)cc3C)n2)cc1 | u | x
Cc1cc(C)c2c(CC(=O)N3CCCC3)coc2c1 | -21% | 1
COc1cc(/C=C/C(=O)OCC(=O)NCc2ccco2)cc(OC)c1OC | u | x
CCNC(=O)NC(=O)C(C)Sc1nc2ccccc2n1CC(C)C (configuration not stated) | u | x
CC(=O)N1CCN(C(=O)CC2OC(=O)c3ccccc32)CC1 (configuration not stated) | u | x
CC1(C)Oc2ccc3ccc(=O)oc3c2C(N2CCCCC2)C1O (configuration not stated) | i | 27
Cc1ccc(C(=O)OC(C)C(=O)NC2CCCCC2C)cc1S(=O)(=O)N1CCOCC1 (configuration not stated) | 8% | 11

Reprinted from the part before: 4 entries, then new ones.
SMILES | S3 lipid droplet | S3 lipid droplet cell count max
CCNC(=O)NC(=O)C(C)Sc1nc2ccccc2n1CC(C)C (configuration not stated) | u | x
CC(=O)N1CCN(C(=O)CC2OC(=O)c3ccccc32)CC1 (configuration not stated) | u | x
CC1(C)Oc2ccc3ccc(=O)oc3c2C(N2CCCCC2)C1O (configuration not stated) | i | 27
Cc1ccc(C(=O)OC(C)C(=O)NC2CCCCC2C)cc1S(=O)(=O)N1CCOCC1 (configuration not stated) | 8% | 11
CC(=O)N/C(=N/c1nc(C)cc(C)n1)Nc1ccc(C)cc1Cl | i | 8
Cc1ccc(Nc2c(-c3ccc(N4CCOCC4)cc3)nc3ncccn23)c(C)c1 | u | x
O=[N+]([O-])c1cc(Br)c(O)c(C=Nc2ccc(N3CCOCC3)cc2)c1 | u | x
COc1ccccc1OCC(=O)Nc1nnc(-c2ccco2)s1 | i | -12
Cc1cccc(C(=O)NCc2nnc(SCC(=O)NC(C)c3ccccc3)n2C)c1 (configuration not stated) | u | x
COc1cc(CNCCN(C)C)c(Br)cc1OC1CCCC1 | 0% | 10
CC(C)(C)c1cc(C(=O)N/N=C/c2ccc(F)cc2)n(-c2ccccc2)n1 | u | x
O=C(NCC1CCCO1)c1ccc(COc2ccccc2)cc1 (configuration not stated) | u | x
COc1ccccc1C(C)NC(=O)c1ccccc1SCC(=O)N1CCCC1 (configuration not stated) | 24% | x
CCOC(=O)N1CCN(Cc2nc3cc(NC(=O)c4cccs4)ccc3n2C)CC1 | 6% | -7
O=C(CSc1ccc(Cl)cc1)N1N=CCC1c1ccccc1 (configuration not stated) | u | x
COCCCn1c(SCC(=O)Nc2cccc(C(=O)OC)c2)nnc1-c1ccncc1 | 17% | -7
COc1cc(CN2CCN(C(=O)c3cccc4ccccc34)CC2)cc(OC)c1OC | u | x
C=CCNC(=O)c1csc(-c2ccccc2)n1 | -15% | 2
CCOc1ccccc1NC(=O)C(=O)CC(=O)c1cccc(OC)c1 | u | x
CN(C)S(=O)(=O)Oc1ccsc1C(=O)Nc1ccccc1Cl | -21% | -11
O=S(=O)(NCCS(=O)(=O)N1CCN(c2ccccc2)CC1)c1ccc(F)cc1 | u | x
O=C(Nc1scc(-c2cccs2)c1C(=O)O)c1cccs1 | -9% | 4
CCOC(=O)Nc1ccc(NS(=O)(=O)c2ccc(C)cc2)cc1 | u | x
Cc1ccc2cccc(SCC(=O)Nc3ccc(F)cc3)c2n1 | 2% | 1
O=C1c2ccccc2C(=O)N1COc1ccc(S(=O)(=O)N2CCOCC2)cc1[N+](=O)[O-] | i | 26
Cc1cc(C(=O)OCC(=O)N2CCc3ccccc32)c(C)o1 | u | x
CCCC(=O)Nc1nc(C)c(-c2csc(Nc3cc(OC)ccc3OC)n2)s1 | 7% | -27
O=C(CN1c2ccccc2Sc2ccccc21)N/N=C/c1ccc([N+](=O)[O-])cc1 | u | x

Already shown: five of the compounds above.
SMILES | S3 lipid droplet | S3 lipid droplet cell count max
Cc1ccc2cccc(SCC(=O)Nc3ccc(F)cc3)c2n1 | 2% | 1
O=C1c2ccccc2C(=O)N1COc1ccc(S(=O)(=O)N2CCOCC2)cc1[N+](=O)[O-] | i | 26
Cc1cc(C(=O)OCC(=O)N2CCc3ccccc32)c(C)o1 | u | x
CCCC(=O)Nc1nc(C)c(-c2csc(Nc3cc(OC)ccc3OC)n2)s1 | 7% | -27
O=C(CN1c2ccccc2Sc2ccccc21)N/N=C/c1ccc([N+](=O)[O-])cc1 | u | x

More entries follow:
SMILES | S3 lipid droplet | S3 lipid droplet cell count max
CC(=O)N1CCN(c2ccc(NC(=O)c3cccc([N+](=O)[O-])c3)cc2)CC1 | i | 24
COc1ccccc1NC(=O)Nc1nc(CC(=O)Nc2ccc(F)cc2)cs1 | 5%[0.0737 µM] | 13
CC(=O)c1c(C)[nH]c(C(=O)Nc2ccc(C)cn2)c1C | u | x
Nc1cc(N)nc(SCC(=O)NCC2CCCO2)n1 (configuration not stated) | -10% | -8
O=C(Nc1ccccc1)Nc1ccc(F)c([N+](=O)[O-])c1 | u | x
O=S(=O)(Nc1ccncc1)c1ccccc1 | u | x
c1ccc(-c2cnc(-c3ccccc3)nc2)cc1 | u | x
CCOc1cccc(/C(O)=C2/C(=O)C(=O)N(CCN3CCOCC3)C2c2cccnc2)c1 (configuration not stated) | 11% | -4
CCSc1ccc([C@@H]2[C@@H]3C(=O)N(CC)C(=O)[C@@H]3[C@]3(C(=O)OC)CCCCN23)cc1 | u | x
Cc1noc(C)c1S(=O)(=O)N1CCC(C(=O)N2CCC(N3CCCCC3)CC2)CC1 | u | x
CCC(=O)Nc1cccc(C2=NOC3(C2)C[C@@H](C(N)=O)N(C(=O)COc2ccc(Cl)cc2)C3)c1 (some centres not stated) | u | x
COc1ccccc1C(=O)COC(=O)CNC(=O)c1ccc(Br)o1 | u | x

An excerpt of these results, with the structure last.
S3 lipid droplet | S3 lipid droplet cell count max | compound
-10% | -8 | Nc1cc(N)nc(SCC(=O)NCC2CCCO2)n1 (configuration not stated)
u | x | O=C(Nc1ccccc1)Nc1ccc(F)c([N+](=O)[O-])c1
u | x | O=S(=O)(Nc1ccncc1)c1ccccc1
u | x | c1ccc(-c2cnc(-c3ccccc3)nc2)cc1
